Mot1-301 SUMO = yeast Mot1-301 growth rescue at high temperature, primary screen, SUMOylation pathway inhibitor project, S. cerevisiae, ATP luminescence, 38.5C. S. cerevisiae Mot1-301 growth rescue; percent above DMSO median, 100 means doubled. growth rescue, % at 18.8 µM. 320,000 compounds, 1% hits. AID 2716, 2010;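 active means every valid replicate shows activation above 250% relative to neutral control wells; inactive means the rest, any valid replicate at or below 250%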;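 further: OY570 slx delta 5 strain wells were the positive control but not used for scaling; some compounds called inactive have numbers as strong as hits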
PKA-R1A activ = activators of PKA-R1A holoenzyme, primary screen, biochemical, fluorescence polarization, Cy5-IP20, bovine R1A, mouse PKAc | PKA-R1A dissociation; scaled: DMSO 0%, 113 µM cGMP 100% | activation, % at 11.4 µM | 340,000 compounds, 0.083% hits;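 active means percent activation above the mean of all tested compounds plus 3 SD, cut at about 19% in these data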;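 further: higher means more PKAc released from R1A so a rise in polarization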
phage Ecoli inh = growth loss of phage-infected E. coli, primary screen, RecBCD inhibitor project, absorbance, with phage, HTS; AID 651602, 2012; inhibition, % at 11.9 µM; 360,000 compounds, 0.26% hits; in the data active means inhibition above about 11%
E coli growth = E. coli V3065 growth inhibition, primary screen, counter-screen for AddAB inhibitor project, absorbance, OD600; 18 h; inhibition, % at 11.9 µM; 330,000 compounds, 0.27% hits; AID 449728, 2010;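 active means inhibition above the campaign's mean inhibition across all tested compounds plus 3 SD, cut at about 9.9% in these data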;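 further: uninfected addAB+ strain grown without phage in ampicillin broth; 0% = DMSO wells and 100% = ciprofloxacin 0.95 µg/ml wells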
Tat export inh = E. coli Tat export inhibitors, primary screen, MC4100, TorA-mCherry reporter, fluorescence, single point. AID 488895, 2010. 340,000 compounds, 0.036% hits. inhibition, % at 10 µM;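 active means mean replicate inhibition at least 50% and at least half of replicates individually reaching 50%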;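 further: exported cargo escapes ClpAP degradation while cytoplasmic cargo is degraded and loses fluorescence; 0% = median of neutral control wells and 100% = median of NaSCN control wells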
Arrestin-AP2 inh = inhibitors of beta-arrestin/AP2 binding, primary screen, biochemical, GPCR trafficking, flow cytometry | AID 504490, 2011 | FITC-arrestin peptide / GST-AP2 beads; AP2 beta2 appendage carries R879A mutation | inhibition, % at 10 µM | 340,000 compounds, 0.31% hits;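 active means inhibition above a set limit, near 3 SD of compounds lacking own fluorescence, cut at about 54% in these data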;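 further: plate controls were DMSO wells for no effect and 5 µM unlabelled arrestin peptide for full effect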
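Test system: GST-tagged AP2 beta2-adaptin appendage (R879A) on 4 µm glutathione beads; also added: fluorescein-tagged arrestin peptide at 50 nM final; timing: 12 min plus 1 h, RT; signal: flow cytometry, FL1 (488/535 nm); read-out: percent drop in bead-associated FITC signal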
AddAB inh = growth inhibition of E. coli expressing H. pylori AddAB, primary screen, AddAB inhibitor project, absorbance; inhibition, % at 11.9 µM; 330,000 compounds, 0.29% hits; AID 435030, 2010; in the data active means inhibition above about 12%;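 further: 0% = vehicle wells of infected cells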
PfHsp90 yeast 2 = growth inhibition of PfHsp90-expressing yeast, primary screen, antimalarial PfHsp90 inhibitor project, S. cerevisiae, BacTiter-Glo luminescence, single point, set 2; inhibition, % at 9.4 µM; 310,000 compounds, 0.32% hits; BacTiter-Glo ATP, 48 h; yeast lacking PDR1 and PDR3 efflux regulators; AID 504621, 2011;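 active means every replicate shows inhibition above about 80%, whatever the replicate mean, limit read from the data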;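 further: 0% = DMSO neutral controls and 100% = 20 µM radicicol positive controls; yeast relying on Plasmodium falciparum Hsp90 in place of its own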
OPRM1-OPRD1 inv = inverse agonists of MOR-DOR heterodimerization, primary screen, cell-based, luminescence. 340,000 compounds, 0.21% hits. inhibition, % at 9.3 µM. AID 504357, 2011. cell-based MOR-DOR heterodimer luminescence, inverse agonism. Mu-type opioid receptor (Homo sapiens) + Delta-type opioid receptor (Homo sapiens), …; in the data active means inhibition above about 22%, passing the limit was not always enough;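 further: 0% = cells with DMSO and 100% = wells without cells with DMSO; values of inactives mirror those of a sister screen read the other way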
DSG3 Ab inh = inhibitors of pemphigus antibody binding to DSG3, primary screen, biochemical, bead-based, flow cytometry, scFv-GFP; Desmoglein-3 (Homo sapiens), P32926; DSG3-coupled beads, scFv-anti-DSG3-GFP binding; stronger effect = lower value; binding (percent of control), % at 10 µM; 310,000 compounds, 0.48% hits;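 active means binding more than 3 SD below its plate's average and above zero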; further: some compounds called inactive have numbers as strong as hits
Target sequence (P32926 whole entry, looked up): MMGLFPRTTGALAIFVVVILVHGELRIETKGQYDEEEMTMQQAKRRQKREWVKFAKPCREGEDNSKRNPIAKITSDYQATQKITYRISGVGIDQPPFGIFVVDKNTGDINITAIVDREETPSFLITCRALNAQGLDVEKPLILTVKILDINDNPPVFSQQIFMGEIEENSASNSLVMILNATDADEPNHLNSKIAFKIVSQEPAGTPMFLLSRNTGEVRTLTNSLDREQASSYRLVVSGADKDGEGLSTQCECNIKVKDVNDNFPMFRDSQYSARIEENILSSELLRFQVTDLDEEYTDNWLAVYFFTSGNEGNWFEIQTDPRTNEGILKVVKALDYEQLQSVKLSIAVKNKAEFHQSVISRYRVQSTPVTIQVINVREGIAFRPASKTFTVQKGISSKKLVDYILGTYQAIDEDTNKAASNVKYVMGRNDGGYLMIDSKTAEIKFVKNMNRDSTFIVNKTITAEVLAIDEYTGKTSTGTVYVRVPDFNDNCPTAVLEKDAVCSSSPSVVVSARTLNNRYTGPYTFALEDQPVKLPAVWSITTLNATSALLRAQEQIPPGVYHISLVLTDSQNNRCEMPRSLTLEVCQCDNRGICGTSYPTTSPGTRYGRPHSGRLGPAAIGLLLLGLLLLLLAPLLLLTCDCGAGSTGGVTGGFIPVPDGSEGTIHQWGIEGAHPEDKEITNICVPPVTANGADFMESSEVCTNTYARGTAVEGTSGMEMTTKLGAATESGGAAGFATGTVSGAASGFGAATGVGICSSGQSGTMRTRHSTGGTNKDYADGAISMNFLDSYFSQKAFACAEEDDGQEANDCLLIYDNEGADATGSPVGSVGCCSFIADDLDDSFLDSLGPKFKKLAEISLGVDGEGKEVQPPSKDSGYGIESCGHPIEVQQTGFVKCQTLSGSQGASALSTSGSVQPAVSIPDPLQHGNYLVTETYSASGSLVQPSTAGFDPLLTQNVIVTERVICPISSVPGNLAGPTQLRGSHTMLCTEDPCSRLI
MOR-DOR ag = agonists of OPRM1-OPRD1 heterodimerization, primary screen, cell-based, luminescence; activation, % at 9.3 µM; Mu-type opioid receptor (Homo sapiens) + Delta-type opioid receptor (Homo sapiens), …; 340,000 compounds, 0.3% hits; AID 504326, 2011; cells; in the data active means activation above about 18%;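 further: 0% = vehicle-treated cells and 100% = reference agonist; values of inactives mirror those of a sister screen read the other way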
An asterisk follows results filed as active; / = no result given. Hits appear at their usual frequency; overall some 2.8% were active at least once.

1	CC(C)C[C@H]1CNC(=S)N1CC1CCN(CCCC2CCCCC2)CC1
2	CC(=O)NCC(=O)N(c1ccccc1)C1(C(=O)NC2CCCCC2)CCCCC1
3	Cc1cc(OCC(=O)NCc2nc(-c3ccccc3)no2)c(C)cc1Br
4	CCOC(=O)CNC(=O)c1cnn2cccnc12
5	O=[N+]([O-])c1cc(Cl)ccc1-c1nc(-c2ccncc2)no1
6	Cn1c(=O)c2c([nH]c(OCc3ccc(Cl)cc3Cl)[n+]2Cc2ccc(F)cc2)n(C)c1=O

assay / compound	1	2	3	4	5	6
Mot1-301 SUMO	/	-8.6	219.8	49.7	35.1	313.9
PKA-R1A activ	-4.8	-5.3	2.6	-0.9	6.9	-10.7
phage Ecoli inh	1.5	0.2	2.5	4.8	5.2	-0.3
E coli growth	/	0.8	0.2	2.5	-0.4	0.1
Tat export inh	-2.1	7.1	-5.9	-0.5	-2.5	7.3
Arrestin-AP2 inh	32.6	-3.6	24.7	6.8	11.1	-6.2
AddAB inh	/	1.0	2.1	4.4	-1.3	0.3
PfHsp90 yeast 2	-8.1	1.8	1.1	9.6	-26.6	-7.6
OPRM1-OPRD1 inv	-0.5	2.8	0.5	1.9	-8.8	10.4
DSG3 Ab inh	105.0	99.3	99.3	106.8	83.0	/
MOR-DOR ag	0.1	-0.5	-0.1	-0.3	1.8	-2.1

7	Cc1noc(NS(=O)(=O)c2ccc(NC(=O)c3ccc(N4C(=O)c5ccccc5C4=O)cc3)cc2)c1C
8	O=[N+]([O-])c1ccc(NNC(=S)Nc2ccc(F)cc2)cc1
9	O=C(O)C1CSC2(c3ccc4c(c3)OCCO4)CCC(=O)N12 (stereo unspecified)
10	Cc1cc(-c2cccs2)c(C#N)c(=S)[nH]1
11	COc1ccc(CNS(=O)(=O)CCNCCc2ccccc2)cc1
12	OCC[C@H]1C[C@H](O)[C@@H](O)[C@@]2(CCCc3ccccc3O2)O1

assay / compound	7	8	9	10	11	12
Mot1-301 SUMO	-19.8	119.2	-4.5	1.6	/	-0.7
PKA-R1A activ	-4.2	-2.2	-4.6	4.5	0.9	-6.2
phage Ecoli inh	4.1	3.8	2.4	1.8	2.5	0.2
E coli growth	0.5	-0.9	1.3	-3.7	/	-2.0
Tat export inh	2.2	7.2	3.0	7.3	-4.4	23.4
Arrestin-AP2 inh	9.6	8.2	2.8	40.5	5.3	-0.1
AddAB inh	4.0	2.3	0.1	2.4	/	3.7
PfHsp90 yeast 2	-10.9	-2.3	5.7	-12.3	6.4	-7.9
OPRM1-OPRD1 inv	8.7	-21.7	-2.7	14.6	2.7	18.6
DSG3 Ab inh	99.0	102.9	92.6	112.7	100.2	108.0
MOR-DOR ag	-1.5	3.5	0.4	-2.9	-0.6	-3.2

13	COCCNC(=S)N1CCC(C(=O)c2ccc(F)cc2)CC1
14	COc1ccc(/C=C(\C#N)C(=O)OC2CCOC2=O)cc1 (stereo unspecified)
15	O=C(CCNC(=O)c1ccccc1Cl)NN1C(=O)NC2(CCCCC2)C1=O
16	COc1ccc(C2(C(=O)Nc3ccc(C(=O)N4CCOCC4)cc3)CCOCC2)cc1
17	Cc1cc(C)nc(NC(=O)Nc2ccc(F)cc2F)n1
18	CCOC(=O)c1ccc(NC(=S)NCCc2ccc(F)cc2)cc1

assay / compound	13	14	15	16	17	18
Mot1-301 SUMO	/	/	0.5	-16.7	5.7	20.8
PKA-R1A activ	-1.1	3.0	-4.4	-2.3	-13.0	/
phage Ecoli inh	3.2	0.9	-1.9	2.1	-2.4	10.3
E coli growth	/	0.1	-1.3	-0.9	/	5.5
Tat export inh	-4.4	1.5	0.6	1.3	1.1	1.8
Arrestin-AP2 inh	12.3	20.0	-7.6	5.5	-6.2	-0.1
AddAB inh	/	-0.2	-0.9	1.6	/	4.5
PfHsp90 yeast 2	1.7	-1.4	4.5	-5.1	-6.8	1.8
OPRM1-OPRD1 inv	7.9	8.6	12.4	7.0	-0.8	/
DSG3 Ab inh	110.9	107.1	97.9	92.2	108.1	99.0
MOR-DOR ag	-1.4	-1.7	-1.9	-1.2	0.2	/

19	CCOC(=O)C1CCCN(C(=O)c2cc(-c3ccc(F)cc3)nc3ccccc23)C1 (stereo unspecified)
20	CNc1csc(C)c(C)c1=O
21	CC1(C)CC(=O)C=C(Nc2ccc(S(N)(=O)=O)cc2)C1
22	O=C(CCNC(=O)c1ccccc1)Nc1cccnc1
23	CCCCCC(=O)N/N=C/c1ccco1
24	Cc1nc2cc(-c3ccc(Cl)cc3)nn2c(C)c1CCC(=O)NCc1ccco1

assay / compound	19	20	21	22	23	24
Mot1-301 SUMO	463.4*	447.8*	60.5	455.2*	-8.7	-3.6
PKA-R1A activ	-8.6	-3.1	-1.1	-4.5	6.9	25.2*
phage Ecoli inh	1.3	0.5	2.3	3.1	3.5	2.1
E coli growth	0.1	2.9	1.8	-1.4	1.1	0.4
Tat export inh	2.8	-4.6	2.3	-0.9	-5.9	-2.8
Arrestin-AP2 inh	11.7	-10.8	-6.1	37.9	-3.4	3.3
AddAB inh	4.8	3.4	2.7	0.9	2.4	-0.6
PfHsp90 yeast 2	-14.5	0.6	-22.2	-21.1	-1.9	15.6
OPRM1-OPRD1 inv	7.5	13.4	4.8	14.7	2.0	6.8
DSG3 Ab inh	98.3	121.5	100.4	101.6	87.1	96.8
MOR-DOR ag	-1.3	-2.9	-0.9	-2.8	-0.3	-1.2

Structures from the list above containing a nitro group on carbon:
5	O=[N+]([O-])c1cc(Cl)ccc1-c1nc(-c2ccncc2)no1
8	O=[N+]([O-])c1ccc(NNC(=S)Nc2ccc(F)cc2)cc1

assay / compound	5	8
Mot1-301 SUMO	35.1	119.2
PKA-R1A activ	6.9	-2.2
phage Ecoli inh	5.2	3.8
E coli growth	-0.4	-0.9
Tat export inh	-2.5	7.2
Arrestin-AP2 inh	11.1	8.2
AddAB inh	-1.3	2.3
PfHsp90 yeast 2	-26.6	-2.3
OPRM1-OPRD1 inv	-8.8	-21.7
DSG3 Ab inh	83.0	102.9
MOR-DOR ag	1.8	3.5

(more compounds)
25	Cc1ccc2c(c1)sc(=NC(=O)C1CC1)n2C
26	CCOC(=O)c1cncc(C#CCO)c1
27	CC(=O)N1CCC(N(CCN2CCOCC2)C(=S)Nc2cccc(C)c2C)CC1
28	CSc1ccc(CNC(=O)C2CCC(=O)N(CCc3cccc(F)c3)C2)cc1 (stereo unspecified)
29	C/C(=N\NC(=O)c1c(Br)c(C)nn1C)c1cccc(NC(=O)C2CCC2)c1
30	O=S(=O)(Nc1ccc(N2CCCCC2)cc1)c1cccc2cccnc12

assay / compound	25	26	27	28	29	30
Mot1-301 SUMO	9.7	7.0	-12.4	3.9	-11.0	4.5
PKA-R1A activ	-13.6	5.8	-3.4	1.5	2.5	-10.0
phage Ecoli inh	-1.1	4.8	3.3	1.8	4.5	3.8
E coli growth	-1.3	0.7	0.0	-2.6	-0.4	0.9
Tat export inh	5.5	-1.4	0.4	0.0	-7.3	-3.9
Arrestin-AP2 inh	-1.6	-0.3	-14.3	8.5	1.5	-4.8
AddAB inh	0.7	1.4	3.4	3.6	3.9	1.6
PfHsp90 yeast 2	-11.5	-14.0	-17.7	-3.2	-12.1	-14.3
OPRM1-OPRD1 inv	6.5	4.4	3.1	-2.0	9.6	-2.2
DSG3 Ab inh	99.1	120.0	100.9	102.8	/	84.2
MOR-DOR ag	-1.3	-0.9	-0.7	0.4	-2.1	0.4

31	O=C(N/N=C/c1cccc([N+](=O)[O-])c1)c1ccc2nc[nH]c2c1
32	CCN1C[C@@H]2[C@@H]3C(=O)N(Cc4ccccc4)C(=O)[C@@H]3[C@](CC)(C(=O)OC)N2C1=NC1CCCCC1
33	Cc1ccc2cc(CN(CC(C)C)S(=O)(=O)c3cccc4nonc34)c(=O)[nH]c2c1
34	COc1ccc(-c2ocnc2C(=O)Nc2ccc3c(c2)CCC3)cc1
35	Cc1ccc(NC(=O)COC(=O)c2ccccc2Cl)cc1S(=O)(=O)N(C)C
36	Cc1occc1C(=O)N/N=C/c1sc(N2CCOCC2)nc1-c1ccccc1

assay / compound	31	32	33	34	35	36
Mot1-301 SUMO	87.9	/	5.5	-33.1	-15.7	/
PKA-R1A activ	3.9	-8.6	4.1	-1.9	-9.8	-7.2
phage Ecoli inh	1.1	0.6	-0.3	-0.1	2.5	4.1
E coli growth	-1.6	-0.4	-3.1	-0.5	-2.3	-1.1
Tat export inh	9.7	-1.4	2.7	-5.1	-4.2	-1.1
Arrestin-AP2 inh	-2.6	-10.9	-21.1	30.3	18.1	13.1
AddAB inh	1.6	-0.6	2.9	-0.6	6.3	2.0
PfHsp90 yeast 2	-31.9	43.8	3.7	3.3	19.9	1.4
OPRM1-OPRD1 inv	-3.4	3.0	14.0	-21.7	-14.7	8.2
DSG3 Ab inh	102.4	101.2	102.1	101.0	99.5	95.6
MOR-DOR ag	0.6	-0.6	-2.8	2.7	2.8	-1.6

37	CCCNC(=O)c1csc2c1CCCCC2
38	CSCCC(NC(=O)C1CCC(C)CC1)C(=O)NCCN1CCOCC1 (stereo unspecified)
39	CCCOc1ccc(N2C(=O)CC(SC(=NC)Nc3ccc(F)cc3)C2=O)cc1 (stereo unspecified)
40	Cc1ccccc1OCC(=O)NNC(=O)Nc1ccccc1
41	Cc1cc(S(=O)(=O)N2CCOCC2)ccc1NC(=O)c1ccc(F)cc1
42	CCOC(=O)C1CCN(C(=O)c2cc3ccc(OC)cc3[nH]2)CC1

assay / compound	37	38	39	40	41	42
Mot1-301 SUMO	-13.3	58.6	-18.6	/	-6.6	8.5
PKA-R1A activ	-2.1	4.3	-6.0	-10.5	-3.4	-3.0
phage Ecoli inh	-1.2	1.3	0.2	2.8	-0.2	-0.3
E coli growth	-0.8	2.7	1.6	-0.1	0.6	0.2
Tat export inh	-0.8	7.6	0.0	8.3	0.3	-1.3
Arrestin-AP2 inh	-13.7	-3.2	14.2	-3.8	18.4	9.4
AddAB inh	-0.7	0.3	2.6	1.5	3.0	0.6
PfHsp90 yeast 2	-8.9	/	3.4	-2.6	7.8	-4.5
OPRM1-OPRD1 inv	9.7	12.5	-13.6	10.9	3.7	4.9
DSG3 Ab inh	100.1	109.4	/	102.0	103.0	101.2
MOR-DOR ag	-1.6	-2.8	2.7	-2.0	-0.8	-1.0
